Screens deposited in PubChem BioAssay by several laboratories.
MrgX1 PAM – human MrgX1 positive allosteric modulation, primary screen; B-score at 10 µM; MrgX1-HEK293, Fluo-4 calcium flux, FDSS; active compounds read high; 310,000 compounds, 0.63% hits; Q96LB2;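 active means plate-corrected calcium response at least 3 library SD above typical, normal starting fluorescence, not activating the receptor alone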;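 further: compound read alongside a low EC10 to EC30 dose of BAM8-22 agonist; peak minus trough fluorescence over baseline measured at the second addition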
TRPC4 potent – allosterically enhances the mouse TRPC4 cation channel. B-score at 10 µM. Q9QUQ5. HEK293 TRPC4beta/mu-opioid, DAMGO EC20, Fluo-4 Ca2+ flux; active compounds read high. 310,000 compounds, 0.42% hits. AID 2227;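 active means B-score of calcium response area above 5 SD of library B-scores, with initial fluorescence ratio within 5 SD of library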;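 further: B-score of integrated fluorescence ratio over time as area under calcium response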
Target sequence (Q9QUQ5 whole entry, looked up): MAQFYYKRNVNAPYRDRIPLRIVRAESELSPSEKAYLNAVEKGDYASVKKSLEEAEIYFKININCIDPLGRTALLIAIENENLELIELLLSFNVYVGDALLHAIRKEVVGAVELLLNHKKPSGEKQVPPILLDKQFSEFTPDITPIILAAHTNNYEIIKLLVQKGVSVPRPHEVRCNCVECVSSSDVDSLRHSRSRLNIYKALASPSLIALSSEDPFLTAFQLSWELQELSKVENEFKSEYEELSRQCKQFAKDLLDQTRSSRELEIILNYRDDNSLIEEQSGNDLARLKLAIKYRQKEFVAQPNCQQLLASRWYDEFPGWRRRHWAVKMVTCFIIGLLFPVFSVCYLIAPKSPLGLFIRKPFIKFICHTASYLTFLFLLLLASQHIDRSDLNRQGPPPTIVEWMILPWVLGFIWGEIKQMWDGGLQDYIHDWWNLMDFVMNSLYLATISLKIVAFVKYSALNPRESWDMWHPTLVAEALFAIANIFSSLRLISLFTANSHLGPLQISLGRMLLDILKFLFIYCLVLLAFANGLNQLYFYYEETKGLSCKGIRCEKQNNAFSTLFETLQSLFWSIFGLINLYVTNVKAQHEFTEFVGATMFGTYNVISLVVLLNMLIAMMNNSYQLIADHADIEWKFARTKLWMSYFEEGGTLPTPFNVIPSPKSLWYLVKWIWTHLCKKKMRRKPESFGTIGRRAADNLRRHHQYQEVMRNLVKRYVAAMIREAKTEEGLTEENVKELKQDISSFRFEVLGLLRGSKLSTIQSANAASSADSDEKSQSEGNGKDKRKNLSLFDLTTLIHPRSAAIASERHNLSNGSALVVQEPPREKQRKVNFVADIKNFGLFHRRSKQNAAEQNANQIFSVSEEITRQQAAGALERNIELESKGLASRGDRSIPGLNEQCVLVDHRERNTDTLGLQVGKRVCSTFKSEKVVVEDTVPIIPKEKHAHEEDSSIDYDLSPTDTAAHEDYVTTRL
TRPC6 inh – mouse TRPC6 channel inhibition; Q61143; HEK293-TRPC6, membrane potential dye, ACh-evoked depolarization; active compounds read low; B-score at 10 µM; 310,000 compounds, 1.1% hits; AID 2553;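 active means B-score under library mean minus 3 SD, initial fluorescence not abnormally high, positive integrated signal ratio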;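 further: B-score derived from integrated fluorescence ratio over the kinetic read; more negative B-score means stronger inhibition of depolarization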
ANO1 block – inhibitors of mouse TMEM16A calcium-activated chloride channel. HEK293 TMEM16A/YFP iodide influx fluorescence, ionomycin. normalized B-score (activity score, 25-100; higher = stronger inhibition) at 10 µM. Q8BHY3. 310,000 compounds, 1.2% hits;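 active means ratio plate-corrected score three or more library SD toward inhibition, starting fluorescence score within five deviations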;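 further: score derived from kinetic fluorescence span divided by baseline fluorescence per well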
ANO1 activ – activators or potentiators of mouse TMEM16A chloride channel; HEK293 TMEM16A/YFP-H148Q/I152L, iodide quench fluorescence; active compounds read low; AID 623877; B-score at 10 µM; 340,000 compounds, 0.3% hits; Q8BHY3;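 active means fluorescence-ratio B-score plate-corrected deviation score at least 3 library SD below zero, with starting fluorescence score within 5 deviations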;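 further: channel opened by trigger with iodide after compound preincubation; score built on the fluorescence ratio of max minus min over baseline; more negative score means more quench and so TMEM16A activation or potentiation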
MrgX1 agonist – human MrgX1 receptor agonism, primary screen; B-score at 10 µM; 310,000 compounds, 0.44% hits; MrgX1-HEK293 cells, Fluo-4 calcium fluorescence, agonist mode; active compounds read high; Q96LB2;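 active means calcium response B-score plate-corrected fluorescence ratio at least 3 library SD, with starting fluorescence B-score inside 5 SD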
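Test system: HEK293 cells stably expressing human MrgX1 receptor; amount: 15,000 cells per well; doses: compound delivered in addition one of three; times: overnight plating before 1 h dye loading; detection: Fluo-4 NW calcium-flux fluorescence, kinetic read; read-out basis: B-scored fluorescence response ratio; controls: positive and negative controls per plate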
MrgX1 antag – human MrgX1 receptor antagonism, primary screen; Q96LB2; MRGX1-HEK293 calcium flux, Fluo-4, BAM8-22 antagonism; active compounds read low; B-score at 10 µM; 310,000 compounds, 1.3% hits; AID 588676;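 active means calcium-response B-score plate-corrected more than 3 library SD below zero, starting fluorescence within 5 deviations, no agonist response on first addition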;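 further: peak minus trough fluorescence over baseline after final BAM8-22 challenge near maximal dose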
TRPC4 block – inhibitors of mouse TRPC4 channel. AID 2247. 300,000 compounds, 0.39% hits. Q9QUQ5. B-score at 10 µM. HEK293 TRPC4beta/mu-opioid, DAMGO-evoked Fluo4 calcium flux; active compounds read low;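 active means B-score over 3 SD under the library average, no early fluorescence shift, positive overall ratio signal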
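Test system – stable TRPC4beta/mu-opioid receptor HEK293 cells · Probe or stimulus – DAMGO, a submaximal dose followed by a maximal one · Dosing – one concentration per compound · Signal – Fluo4 calcium fluorescence by kinetic imaging, 5 s 1 Hz baseline · Evaluation – per-well B score of integrated baseline-normalized Fluo4 ratio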
SKKanGAS inh – inhibitors of SKKanGAS S. pyogenes growth in kanamycin (SK-promoter or general growth effect); 300,000 compounds, 1.3% hits; BacTiter-Glo, 6 h; inhibition, % at 7.5 µM;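 active means mean replicate score, as percent of positive control median, at least 50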;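 further: strain carries kanamycin resistance gene driven by streptokinase promoter and grows in 40 µg/ml kanamycin; loss of luminescence reflects streptokinase promoter inhibition or plain growth inhibition; 0% = median of DMSO wells and 100% = positive control at its reference dose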
TRPC4 act – opens the mouse TRPC4 cation channel | HEK293 TRPC4beta/mu-opioid, Fluo4 calcium fluorescence; active compounds read high | B-score at 10 µM | 310,000 compounds, 0.49% hits | AID 2237;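 active means B-score above 5 SD of library B-scores, and initial fluorescence ratio not above library mean plus 5 SD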;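 further: positive B-score marks a calcium rise read as TRPC4 activation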
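System: HEK293 cells stably co-expressing mouse TRPC4beta and mu-opioid receptor; Schedule: Fluo4 dye loading 45 min at room temperature, 110 s recording; Detection: Fluo4 fluorescence, kinetic; Evaluation: B-scored integrated calcium fluorescence ratio; Controls: buffer (low) and maximal DAMGO (high).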
TRPC6 activator – activators of mouse TRPC6 channel; Q61143; HEK293-TRPC6 membrane potential dye fluorescence; active compounds read high; B-score at 10 µM; 310,000 compounds, 0.13% hits; AID 2550;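 active means B-score of the integrated fluorescence ratio above library mean plus 3 SD, and starting fluorescence ratio within library mean plus 5 SD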;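 further: higher score means more depolarization so channel activation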
* marks the source's active call; other numbers are inactive results; i = inactive; x = no result given.

Structure | MrgX1 PAM | TRPC4 potent | TRPC6 inh | ANO1 block | ANO1 activ | MrgX1 agonist | MrgX1 antag | TRPC4 block | SKKanGAS inh | TRPC4 act | TRPC6 activator
O=C(O)c1cc(-c2ccco2)[nH]n1 | i | i | i | i | i | i | i | i | -1.3 | i | i
O=C(Nc1ccccc1)C1Cc2ccccc2CN1C(=O)c1ccco1 (centres undefined) | i | i | i | i | i | i | i | i | 1.6 | i | i
COc1ccc(N2CCC(CNC(=S)Nc3cccc(C)c3)C2)cc1 (centres undefined) | i | i | i | i | i | i | i | i | -0.1 | i | i
CCOC(=O)c1cccc(P(C)(C)=O)c1 | i | i | i | i | i | i | i | i | -16.3 | i | i
CCn1c(C)cc(/C=C2/NC(=O)N(Cc3ccccc3F)C2=O)c1C | i | i | i | i | i | i | i | i | 6.7 | i | i
O=c1ccc(NS(=O)(=O)c2ccccc2Cl)cn1Cc1ccc(Cl)c(Cl)c1 | i | i | i | i | i | i | i | i | -6.2 | i | i
Cc1cc(NC(=O)c2cc(-c3ccccc3)on2)no1 | i | i | i | i | i | i | i | i | -6.9 | i | i
COc1cc(C(=O)NNC(=S)NC(=O)c2ccc(Cl)cc2)cc(OC)c1OC | i | i | i | i | i | i | i | i | 92.6* | i | i
O=C(Nc1nnc(-c2ccccc2)o1)c1cccc(N2C(=O)CCC2=O)c1 | i | i | i | i | i | i | i | i | -0.4 | i | i
CCN(CC)c1c([N+](=O)[O-])c(=O)n(C)c2ccccc12 | i | i | i | i | i | i | i | i | -11.4 | i | i
COc1ccc(C2C(C(=O)c3sc(C)nc3C)=C(O)C(=O)N2CCCn2ccnc2)cc1OC (centres undefined) | i | i | i | i | i | i | i | i | -7.1 | i | i
O=c1[nH]c2ccccc2n1Cc1ccccc1 | i | i | i | i | i | i | i | i | -1.1 | i | i
CCOC(=O)N1CCN(C(=O)C(CC(C)C)NC(=O)C2CCCCC2)CC1 (centres undefined) | i | i | i | i | i | i | i | i | -0.8 | i | i
O=C1CC(=C2c3ccccc3-c3ccccc32)C(=O)N1CCCCN1CCN(c2ccccc2)CC1 | i | i | i | i | i | i | i | i | -0.4 | i | i
CC(NC(=O)Cc1ccc(-c2ccccc2)cc1)c1ccccc1 (centres undefined) | i | i | i | i | -17.6* | i | i | i | 2.6 | i | i
Cc1nn2c(N3CCCC3)c3c(nc2c1-c1ccccc1)CCC3 | i | i | i | i | i | i | i | i | 10.1 | i | i
Cc1cc(C(=O)CSc2nn3c(=O)c(C(C)(C)C)nnc3s2)c(C)n1-c1ccc(F)cc1 | i | i | i | i | i | i | i | i | 23.7 | i | i
O=C(Nc1ccc(N2CCN(c3ccc(C(F)(F)F)cn3)CC2)nc1)c1cccs1 | i | i | i | i | i | i | i | i | 0.9 | i | i
CCn1ncc([N+](=O)[O-])c1C(=O)n1nc(C)cc1C | i | i | i | i | i | i | i | i | -6.9 | i | i
C=CCNc1cc(=O)n(Cc2ccccc2)c(=O)[nH]1 | i | i | i | i | i | i | i | i | -1.0 | i | i
Cc1cc(C)n(CCc2nc3c4ccccc4n(CC#N)c(=O)n3n2)n1 | i | i | i | i | i | i | i | i | 5.4 | i | i
COc1cc(SC)ccc1C(=O)NCc1ccc(C)cc1 | 6.53* | i | i | i | i | i | i | i | -20.1 | i | i
CC(=O)NN1C(=O)c2ccc(Oc3cccc([N+](=O)[O-])c3)cc2C1=O | i | i | i | i | i | i | i | i | 2.9 | i | i
CCCNc1c(NS(=O)(=O)c2c(F)c(F)c(F)c(F)c2F)c(=O)oc2ccccc12 | i | i | i | i | i | i | i | i | 0.1 | i | i
O=C(Nc1ccccc1)C12CC3CC(C1)CC(n1cnc([N+](=O)[O-])n1)(C3)C2 | i | i | i | i | i | i | i | i | 0.8 | i | i
COc1cc(CCC(=O)NCC2CCCO2)cc(OC)c1OC (centres undefined) | i | i | i | i | i | i | i | i | -8.2 | i | i
CS(=O)(=O)c1ccc(Cl)c(C(=O)NC2CCSc3ccccc32)c1 (centres undefined) | i | i | i | i | i | i | i | i | 1.4 | i | i
COc1ccc(C2c3c(oc4ccccc4c3=O)C(=O)N2CCN2CCOCC2)cc1OC (centres undefined) | i | i | i | i | i | i | i | i | -9.8 | i | i
COc1ccccc1CCNC(=O)C(=O)NCC1OCCN1S(=O)(=O)c1ccc2c(c1)OCCO2 (centres undefined) | i | i | i | i | i | i | i | i | 1.5 | i | i
COc1ccc(-n2nc(C(=O)NCC(=O)NCCC3=CCCCC3)c3ccccc3c2=O)cc1 | i | i | i | i | i | i | i | i | 1.6 | i | i
Cc1cccc(NS(=O)(=O)c2cc(C(=O)OC(C)C(=O)NCc3ccc4c(c3)OCO4)ccc2C)c1 (centres undefined) | i | i | i | i | i | i | i | i | 20.3 | i | i
Cc1ccc(C(=O)c2sc3nsc(C)c3c2N)cc1 | i | i | i | i | i | i | i | i | 43.8 | i | i
CCOCc1nnc(NC(=O)c2ccc3c(c2)OCO3)s1 | i | i | i | i | i | i | i | i | -0.5 | i | i
S=c1nc[nH]c2c1sc1nc(-c3ccccc3)c3c(c12)CCCC3 | i | i | i | i | i | i | i | i | 41.6 | i | i
CCS(=O)(=O)c1nc(S(=O)(=O)c2ccc(Cl)cc2)c(NCCCN2CCOCC2)s1 | i | i | i | i | i | i | i | i | -3.2 | i | i
CCOC(=O)CNC(=O)COc1coc(CN2CCN(c3ccccc3)CC2)cc1=O | i | i | i | i | i | i | i | i | -0.2 | i | i
COc1ccc(NC(=O)CCS(=O)(=O)c2cccc3nonc23)c(OC)c1 | i | i | i | i | i | i | i | i | -8.9 | i | i
CC1(C)CC(=O)c2c(O)c(-c3ccccc3)c(=O)n(-c3ccccc3)c2C1 | i | i | i | i | i | i | i | i | -3.3 | i | i
COc1cc(CN2CCN(CCCc3ccccc3)CC2CCO)cc(OC)c1 (centres undefined) | i | i | i | i | i | i | i | i | -5.0 | i | i
O=C(CSc1nnc(NC(=O)C2CC2)s1)NCc1ccccc1 | i | i | i | i | i | i | i | i | 10.4 | i | i
CSc1sc(C(=O)NCC2CC2)c(-c2cccs2)c1C#N | i | i | i | i | i | i | i | i | -1.6 | i | i
CC(C)COc1ccc(C(=O)Nc2ccc(NC(=O)c3ccco3)c(Cl)c2)cc1 | i | i | i | i | i | i | i | i | 4.2 | i | i
O=C(Nc1ccnn1C1CCN(C(=O)c2ccc(F)cc2)CC1)C1CCOC1 (centres undefined) | i | i | i | i | i | i | i | i | 52.3* | i | i
O=C(CC1CCCCC1)Nc1ccc(-c2ccc3nncn3n2)cc1 | i | i | i | i | i | i | i | i | 4.6 | i | i
COc1ccc(Cn2c(O)c(C=Nc3ccc(O)cc3)c3ccccc3c2=O)cc1 | i | i | i | i | i | i | i | i | 20.4 | i | i
NCCNC(=O)Cn1c(=O)c2c3c(sc2n(Cc2ccccc2)c1=O)CCCC3 | i | i | i | i | i | i | i | i | 2.3 | i | i
Cc1[nH]c2ccccc2c1NC(=O)CN1CCN(C(=O)c2ccco2)CC1 | i | i | i | i | i | i | i | i | 10.2 | i | i
COc1cc([C@H]2[C@@H]3CCCC[C@]3(O)CCN2Cc2ccccc2F)ccc1O | i | i | i | i | i | i | i | i | -2.1 | i | i
CCC1CN(C(=O)NCc2ccccc2)c2ccccc2O1 (centres undefined) | i | i | i | i | i | i | i | i | 4.3 | i | i
CC1Cc2ccccc2N1C(=O)CNCCCN(C)C (centres undefined) | i | i | i | i | i | i | i | i | 3.4 | i | i
Cc1ccc(CCC(=O)Nc2ccc([N+](=O)[O-])cc2)o1 | i | i | i | i | i | i | i | i | 9.4 | i | i
Cc1occc1C(=O)N/N=C/C=C/c1ccccc1 | i | i | i | i | i | i | i | i | -6.7 | i | i
COc1cccc(Nc2ncccc2C(=O)Nc2ccccc2)c1 | 7.55* | i | i | i | i | i | i | i | 5.4 | i | i
COc1cc(-c2nn3c(-c4ccccc4)nnc3s2)cc(OC)c1OC | i | i | i | i | i | i | i | i | x | i | i
CC1CCC(C(C)C)C(OCC(O)C[N+]2(C)CCCCC2)C1 (centres undefined) | i | i | i | i | i | i | i | i | -12.0 | i | i
Cc1cccc(N2CCN(C(=O)C3CCC(=O)N(Cc4ccccc4F)C3)CC2)c1C (centres undefined) | i | i | i | i | i | i | i | i | -7.7 | i | i
Cc1cccc(NC2=C(NCCO)C(=O)c3ccccc3C2=O)c1 | i | i | -10.9* | i | i | i | -5.5* | i | 14.3 | i | i
COc1ccccc1NC(=O)NCC1CC1(Cl)Cl (centres undefined) | i | i | i | i | i | i | i | i | -9.4 | i | i
CCc1ccc([C@@H]2C[C@H]3CN(Cc4ccccc4OC)C(=O)[C@]34CCCN24)cc1 | i | i | i | i | i | i | i | i | 2.9 | i | i
COc1ccc(/C=N/NC(=O)c2nc(Cl)c(Cl)c(N)c2Cl)cc1COc1ccccc1F | i | i | i | i | i | i | i | i | -0.2 | i | i

Additional entries follow:
Structure | MrgX1 PAM | TRPC4 potent | TRPC6 inh | ANO1 block | ANO1 activ | MrgX1 agonist | MrgX1 antag | TRPC4 block | SKKanGAS inh | TRPC4 act | TRPC6 activator
COc1ccc(CN2CCOCC2)cc1 | i | i | i | i | i | i | i | i | 2.6 | i | i
CCOc1ccc(-n2nc3c(=S)[nH]nc(C)c3c2C)cc1 | i | i | i | i | i | i | i | i | 5.5 | i | i
CCOC(=O)c1nn(-c2ccccc2C)c(=O)cc1OCC(=O)N1CCN(c2ccccc2)CC1 | i | i | i | i | i | i | i | i | -2.0 | i | i
O=C(CNC(=O)c1ccc(Br)o1)Nc1cccc(S(=O)(=O)N2CCOCC2)c1 | i | i | i | i | i | i | i | i | -9.9 | i | i
COC(=O)N/N=C/c1cc(OC)c(O)c([N+](=O)[O-])c1 | i | i | i | i | i | i | i | i | 3.0 | i | i
